UBC13 inh = blocks human UBC13 polyubiquitin chain formation; P61088; inhibition, % at 20 µM; 330,000 tested, 0.47% active; TR-FRET; in the data active = inhibition above about 45%, passing the limit was not always enough; inconclusive = no clear call, values can overlap the other calls
Target sequence (P61088 whole entry, looked up): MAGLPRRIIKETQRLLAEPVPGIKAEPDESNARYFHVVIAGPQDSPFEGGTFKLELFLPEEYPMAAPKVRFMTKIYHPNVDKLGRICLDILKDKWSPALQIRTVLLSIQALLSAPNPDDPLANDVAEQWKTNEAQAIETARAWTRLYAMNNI
697 NFkB inh = lowers PMA/ionomycin-induced NF-kB signal in 697 B cells | 330,000 tested, 0.33% active | inhibition, % at 4 µM | 697 B-cell NF-kB luciferase reporter, 16 h; in the data active = inhibition above about 35%
Jurkat NFkB inh = inhibitors of the PMA/ionomycin-induced NF-kB reporter in Jurkat cells; PMA/ionomycin-induced NF-kB luciferase reporter, luminescence; inhibition, % at 4 µM; 330,000 tested, 0.53% active; in the data active = inhibition above about 50%
CXCR6 inh = CXCR6 (human) receptor inhibition. O00574. CHO-K1 PathHunter CXCR6 beta-arrestin, luminescence. inhibition, % at 20 µM. 360,000 tested, 0.36% active; in the data active = inhibition above about 34%, passing the limit was not always enough;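 also: antagonist mode with CXCL16 agonist at 10 nM final; 0% = 10 nM CXCL16 with DMSO and 100% = unstimulated wells without agonist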
Target sequence (O00574 whole entry, looked up): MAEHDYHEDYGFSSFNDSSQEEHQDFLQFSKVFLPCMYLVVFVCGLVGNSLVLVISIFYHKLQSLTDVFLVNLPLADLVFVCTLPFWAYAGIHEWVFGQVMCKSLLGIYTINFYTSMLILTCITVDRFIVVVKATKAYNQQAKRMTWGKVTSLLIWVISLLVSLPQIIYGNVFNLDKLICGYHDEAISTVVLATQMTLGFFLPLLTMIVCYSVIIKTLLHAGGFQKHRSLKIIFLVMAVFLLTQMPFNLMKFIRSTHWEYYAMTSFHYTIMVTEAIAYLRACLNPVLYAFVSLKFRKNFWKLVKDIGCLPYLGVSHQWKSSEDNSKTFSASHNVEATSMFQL
APJ antag = antagonists of human APJ apelin receptor. inhibition, % at 20 µM. 330,000 tested, 0.32% active. P35414. CHO-K1 APJ beta-arrestin complementation, luminescence. AID 2521;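 active = inhibition above about 40% at 20 µM, limit read from the data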;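 also: cells challenged with 10 nM apelin-13 agonist together with compound; plate controls were apelin-13 plus DMSO wells for no effect and DMSO wells lacking apelin-13 for full effect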
CCR6 antagonist = CCR6 (human) receptor antagonism; CHO-K1 CCR6 PathHunter beta-arrestin, luminescence, CCL20-stimulated; P51684; inhibition, % at 20 µM; 340,000 tested, 0.49% active;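 active = compounds whose inhibition of the agonist-driven luminescence signal at 20 µM reaches about 50%, limit read from the data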;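 also: cells stimulated with CCL20 at 14 nM final; plate controls were DMSO with CCL20 for no effect and DMSO without agonist for full effect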
EBI2 antag = EBI2 (human) antagonism. P32249. EBI2 beta-arrestin recruitment, luminescence, 7a,25-OHC stimulated. inhibition, % at 5 µM. 360,000 tested, 0.81% active. AID 651636; in the data active = inhibition above about 38%;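 also: enzyme fragment complementation signal reports receptor beta-arrestin coupling in cells; 0% = agonist plus DMSO wells and 100% = wells without agonist; some results beyond the cut were filed as inactive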
Target sequence (P32249 whole entry, looked up, the tested form may be a part): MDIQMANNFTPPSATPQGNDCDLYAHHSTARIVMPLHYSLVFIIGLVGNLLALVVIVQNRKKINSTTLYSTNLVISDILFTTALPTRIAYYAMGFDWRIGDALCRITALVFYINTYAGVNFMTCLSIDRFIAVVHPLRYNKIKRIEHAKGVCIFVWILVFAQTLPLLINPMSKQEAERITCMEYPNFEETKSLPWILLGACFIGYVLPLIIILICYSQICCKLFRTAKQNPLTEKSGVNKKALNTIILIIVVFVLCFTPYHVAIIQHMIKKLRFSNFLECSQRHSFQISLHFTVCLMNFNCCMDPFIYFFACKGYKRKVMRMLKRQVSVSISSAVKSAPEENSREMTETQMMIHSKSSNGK
Gli-Sufu block = Gli-Sufu pathway antagonism | inhibition, % at 5 µM | Sufu-KO-LIGHT fibroblasts, Gli luciferase reporter luminescence | 340,000 tested, 0.74% active;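 active = inhibition above about 55%, limit read from the data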;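 also: 0% = DMSO-treated cells and 100% = wells with medium but no cells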
* hit, by the source's call; ? = inconclusive; / = not tested or not shown.

mol	UBC13 inh	697 NFkB inh	Jurkat NFkB inh	CXCR6 inh	APJ antag	CCR6 antagonist	EBI2 antag	Gli-Sufu block
COc1cccc(Cn2c(Oc3cccc(C)c3)nc3c2c(=O)n(C)c(=O)n3C)c1	26	-6	27	0	8	12	11	12
Cc1ccc(NC(=O)c2sccc2-n2cccc2)c(Cl)c1	10	-3	-3	-3	-9	18	4	-15
Cc1ccc(S(=O)(=O)N2CCN(CC(=O)Nc3ccc4c(c3)CCC4)CC2)cc1C	6	-2	-10	3	-17	8	20	3
O=C(c1cc(-c2ccc(Cl)c(Cl)c2)on1)N1CCOCC1	-6	-119	-115	4	-24	7	-3	-69
Clc1ccccc1OCCn1cnc2ccccc21	-2	-33	-42	-4	13	0	5	-26
COc1ccc(NC(=O)COC(=O)Cc2c(F)cccc2Cl)cc1	-7	-14	-17	-6	-6	6	-11	-6
O=C(O)COc1ccc(Br)cc1/C=C1/SC(=O)N(CC(=O)N2CCCC2)C1=O	-6	3	-18	-4	5	19	-3	-19
Cc1c(Cc2ccccc2)c(=O)oc2c(CN(C)C)c(O)c(Cl)cc12	8	-17	-13	1	-5	1	-9	0
O=C(CN1C(=O)/C(=C/c2ccccc2F)Sc2ccccc21)N1CCN(c2ccccn2)CC1	-8	18	-9	6	4	21	-1	4
COc1ccc(NC(=O)c2cccc(S(=O)(=O)NCc3ccco3)c2)c(OC)c1	-4	-3	-13	-6	-43	1	-4	0
CC(Sc1nnc(-c2cccnc2)n1C)C(=O)N1CCOCC1 (stereo not drawn)	-6	10	-13	-11	-9	10	0	-19
COc1ccc(CCNC(=O)c2nn(C)c3c2CS(=O)(=O)c2ccccc2-3)cc1OC	13	-26	-8	-2	6	11	-6	3

As entered above.
Jurkat NFkB inh, `COc1ccc(NC(=O)COC(=O)Cc2c(F)cccc2Cl)cc1` is entered as -17
CCR6 antagonist, `COc1ccc(CCNC(=O)c2nn(C)c3c2CS(=O)(=O)c2ccccc2-3)cc1OC` is entered as 11

Record cards, from the list above. Values in the order: UBC13 inh | 697 NFkB inh | Jurkat NFkB inh | CXCR6 inh | APJ antag | CCR6 antagonist | EBI2 antag | Gli-Sufu block
`Clc1ccccc1OCCn1cnc2ccccc21` across the screens: -2 | -33 | -42 | -4 | 13 | 0 | 5 | -26
`COc1ccc(NC(=O)COC(=O)Cc2c(F)cccc2Cl)cc1` across the screens: -7 | -14 | -17 | -6 | -6 | 6 | -11 | -6
`COc1cccc(Cn2c(Oc3cccc(C)c3)nc3c2c(=O)n(C)c(=O)n3C)c1` across the screens: 26 | -6 | 27 | 0 | 8 | 12 | 11 | 12
`O=C(CN1C(=O)/C(=C/c2ccccc2F)Sc2ccccc21)N1CCN(c2ccccn2)CC1` across the screens: -8 | 18 | -9 | 6 | 4 | 21 | -1 | 4

(continued)
mol	UBC13 inh	697 NFkB inh	Jurkat NFkB inh	CXCR6 inh	APJ antag	CCR6 antagonist	EBI2 antag	Gli-Sufu block
Cc1ccn2c(/C=N/OCc3ccc(F)cc3)c(-c3ccc(Cl)cc3)nc2c1	-3	19	12	11	23	15	38	6
C/C(=N\O)c1ccc2c(c1)CC(C)O2 (stereo not drawn)	6	-5	-19	-1	10	-2	-1	-10
COc1ccc(CCc2nnc(N)s2)cc1OC	-3	5	-7	-4	14	13	3	1
COC(=O)C1=C(C)N(C)C(=O)NC1c1ccc(C)cc1 (stereo not drawn)	6	19	4	2	8	1	6	3
COc1ccc(C)cc1S(=O)(=O)NCC(c1ccc2c(c1)OCO2)N1CCN(C)CC1 (stereo not drawn)	-8	-16	-21	-6	18	0	-7	2
N#CCC(=O)Nc1ccc(C(=O)NCCC(c2ccccc2)c2ccccc2)cc1	-6	0	3	5	-20	8	-2	9
CCOC(=O)C1=C(C)OC(N)=C(C(=O)OCC)C1c1ccncc1 (stereo not drawn)	0	3	9	0	24	-1	-3	-3
CC1CCCC(N2C(=O)NC(NC(=O)c3ccco3)(C(F)(F)F)C2=O)C1C (stereo not drawn)	-5	-23	2	-8	18	-1	7	-10
COc1ccc(CCNC(=O)c2cc3c(=O)n4ccccc4nc3n(Cc3ccco3)c2=N)cc1OC	-15	-12	18	14	3	38	19	38
Cc1ccc(C(=O)Nc2ccccc2C(=O)NCc2cccnc2)cc1	0	-17	-2	0	13	6	-6	-1
CC1S/C(=N/N=C2CCC(C(C)(C)C)CC2)NC1=O (stereo not drawn)	11	0	5	-4	4	7	-1	-4
O=c1cc(-c2ccccc2Cl)oc2c(NS(=O)(=O)c3cccc4nsnc34)ccc(O)c12	-3	16	13	20	18	30	-1	-3
O=C(COC(=O)c1cc(=O)c2ccccc2o1)Nc1c(F)c(F)c(F)c(F)c1F	0	2	18	8	15	7	-6	-11
CCOc1ccc(NC(=O)CCCn2c(=S)[nH]c3ccsc3c2=O)cc1	?	4	-4	-10	1	10	8	/
O=C(O)c1c(-n2cccc2)sc2c1CCCC2	-1	10	-4	-2	-17	1	-4	3
F[B-](F)(F)c1cnc2ccccc2c1	/	/	/	1	/	9	-11	2
Cc1cc(NC(=O)C2C3C=CC(C3)C2C(=O)O)no1 (stereo not drawn)	-4	23	0	0	17	-8	-1	1
COc1ccc2cc(C(=O)CS(=O)(=O)c3ccccc3)c(=O)oc2c1	-9	-2	-3	-4	11	4	-3	2
O=C(CN1C(=O)C2C3C=CC(C3)C2C1=O)NCC1COc2ccccc2O1 (stereo not drawn)	-2	-2	2	-1	24	19	-8	-3
O=C(c1ccc(Cl)cc1)C1CCCN(Cc2ccc(Oc3ncccn3)cc2)C1 (stereo not drawn)	-2	15	11	2	7	1	-7	-6
O=C(ONC1=NCCCCC1)c1ccc(Cl)cc1	0	-12	3	-1	-22	-1	2	8
Cc1cccc(C(=O)Nc2cc(OCc3cccc(F)c3)c(Cl)cc2Cl)c1	-7	-23	-31	-2	-10	7	20	3
NS(=O)(=O)c1cccc(NC(=O)c2cccs2)c1	2	23	5	-1	-9	2	-8	-4
O=C(/C=C/c1ccccc1)N/C(=C/c1ccccc1)C(=O)Nc1cccc(C(=O)O)c1	-10	5	-14	3	-26	7	-4	-6
CCCSc1nc(C)cc(C)c1S(=O)(=O)c1ccccc1C	3	19	-7	8	0	26	17	2
O=C(O)C1C2C=CC(C2)C1C(=O)NC1CCN(Cc2ccccc2)CC1 (stereo not drawn)	6	14	9	1	-5	-20	-1	13
CC1=C(C(N)=O)C(c2cccnc2)n2nc(-c3cccc(Cl)c3)nc2N1 (stereo not drawn)	10	-5	10	4	0	-2	-24	-1
COc1ccc(N2C(=O)CC(SCC(=O)O)C2=O)cc1 (stereo not drawn)	7	10	8	0	7	12	-1	11
CCC(=O)NC(c1cccs1)c1ccc2cccnc2c1O (stereo not drawn)	-25	-41	63*	-7	-16	-3	7	81*
COc1ccc(-n2nnnc2SCC(=O)Nc2ccccc2N2CCOCC2)cc1OC	6	9	7	0	10	17	7	-10
CC(=O)Nc1cc(C(=O)N2CCc3ccccc3C2)ccc1Sc1ccc(C)cc1	3	-6	-7	4	-24	14	-8	2
COc1c(-c2ccc(O)c(O)c2)oc2cc(O)cc(O)c2c1=O	20	-27	9	5	-29	22	1	10
CCN1CCN(Cc2c(C)[nH]c3ccc(OC)cc3c2=O)CC1	-4	6	-2	6	8	10	-3	14
CCOC(=O)N1CCC2(CC1)C(C#N)=C(N)OC1=C2C(=O)CCC1	-11	6	-12	-21	-11	3	-5	1
O=C(CC1S/C(=N/N=C/c2c[nH]c3ccc(OCc4ccccc4)cc23)NC1=O)Nc1ccccc1 (stereo not drawn)	-23	-4	2	-5	9	7	-10	-4
C/C(=N/NC(=O)C(C)n1nc(C)c([N+](=O)[O-])c1C)c1ccc(OCC(N)=O)cc1 (stereo not drawn)	-12	-40	-3	4	-23	-1	3	3
Cc1nc(S(=O)(=O)Nc2ccccc2C(=O)NCC2CC2)cn1C	4	-7	-1	-4	4	-9	10	-8
Nc1ncnc2c1ncn2C1OC(CO)C(O)C1O (stereo not drawn)	-4	18	-12	-8	-2	14	-5	0
Cc1c(C)c2c(OCC(=O)N[C@@H](Cc3ccccc3)C(=O)O)cc3c(c2oc1=O)CCC(C)(C)O3	-1	20	-11	-5	11	10	0	0
O=C(O)c1cc(N/N=C/c2ccc(N3CCOCC3)cc2)ccc1Cl	-13	-59	-10	8	-54	-11	0	-9
O=C(CSc1nnc(-c2ccco2)n1Cc1ccccc1)NC(=O)NCc1ccco1	-2	-28	10	0	-10	10	-2	-5
Cc1cc(C)n(Cc2cccc(F)c2)c(=O)c1C#N	4	23	12	-4	8	11	-9	1
CN1CCN(C(=O)/C(=C/c2cn(S(=O)(=O)N(C)C)c3ccccc23)NC(=O)c2ccccc2F)CC1	7	9	-3	-2	-6	3	-8	15
COc1ccc(S(=O)(=O)N2CCN(CC(=O)NC3CCCC3)CC2)cc1	4	8	-11	1	27	3	3	-8
Cc1cc(C)cc(N(CC(=O)NCCSCc2ccco2)S(C)(=O)=O)c1	2	11	-4	-10	-12	6	3	2
O=C(O)c1cc([N+](=O)[O-])c(Nc2cccc3ccccc23)c([N+](=O)[O-])c1	-37	-29	-11	-2	34	29	0	0
O=C(CN1CCN(C(=O)c2ccco2)CC1)Nc1ccc(Cl)c(C(F)(F)F)c1	8	14	5	-2	10	4	-6	5
CCOc1ccc(NC(=O)COC(=O)C2C3CC4OC(=O)C2C4C3)cc1 (stereo not drawn)	0	-3	-4	-2	-15	1	-14	18
Cc1ccc(NC(=O)c2cc(NC(=O)c3ccco3)ccc2N2CCOCC2)cc1Cl	1	17	2	9	12	18	17	12
CC(C)N1CCc2c(sc(NC(=O)CCc3ccccc3)c2C(N)=O)C1	-1	15	-2	2	11	0	0	15
Fc1ccc(C2=Nn3c(Cc4ccccc4)nnc3SC2)cc1	3	20	5	-2	10	6	18	-1
N#Cc1ccccc1Cn1cc(C#N)c2ccccc21	6	-9	2	4	17	8	-8	-4
COc1ccc(OCC(=O)Nc2c3c(nn2C(C)(C)C)CS(=O)(=O)C3)cc1	-5	-9	14	-3	-32	2	-5	4
O=C(O)C(=O)/C(=C\c1ccsc1)c1ccc2ccccc2n1	9	-62	-54	1	25	20	-3	-5
CC(=O)NC(Cc1ccc(F)cc1)C(=O)O (stereo not drawn)	3	8	-3	2	7	5	-1	-1
S=C1NCN(Cc2ccccc2)CN1	6	13	0	7	10	3	-3	2
CCCc1nc2sc(C(=O)OCC)c(N)c2c2c1COC(C)(C)C2	12	2	-27	6	-6	8	14	-6
Cc1[nH]c2ccccc2c1C(=O)/C=C\c1ccccc1Cl	10	-23	-4	2	-2	7	19	-45
CC(C)(C)Cn1c(=O)[nH]c(=O)c2cc([N+](=O)[O-])cnc21	-3	-22	9	-4	-16	-6	-11	-2
O=C(OCC(=O)c1ccc[nH]1)c1ccc(Cl)nc1	-5	4	8	-7	14	-12	-10	3

Other records.
mol	UBC13 inh	697 NFkB inh	Jurkat NFkB inh	CXCR6 inh	APJ antag	CCR6 antagonist	EBI2 antag	Gli-Sufu block
CC(=O)Nc1ccc(OCCOc2ccc(/C=C3\C(=N)N4N=C(C(C)C)SC4=NC3=O)cc2)cc1	-17	-5	-15	2	9	16	-10	12
O=C(CN1CCC(NC(=O)C2CC2)CC1)Nc1cccc(F)c1	11	3	5	-4	12	10	-15	-16
CC12CC(NC(=O)N1c1cccc(C(=O)N3CCN(c4ccccn4)CC3)c1)c1ccccc1O2 (stereo not drawn)	5	-8	13	0	-4	-8	-9	4
Cc1cccc(N(CC(=O)N2CCCC2)S(=O)(=O)c2ccccc2)c1	6	15	8	7	8	2	-2	9
COc1ccccc1NC(=O)N1CCC(c2nnc(SCC(N)=O)n2C)CC1	8	3	6	-5	4	-2	6	3
Cc1ccc(N(C)S(=O)(=O)c2ccc(-c3cc(C)no3)s2)cc1	3	-47	51*	-2	-21	19	7	-8
O=[N+]([O-])c1ccc(Cl)c2c1C1C=CCC1C(c1ccccn1)N2 (stereo not drawn)	-20	-4	1	2	-7	5	3	0
CN1CCc2nc3sc(C(=O)C45CC6CC(CC(C6)C4)C5)c(N)c3cc2C1	-3	-5	-9	-1	2	-7	2	8
